High-throughput results (PubChem)
hIAP block: human IAP inhibition; P09923; purified IAP, CDP-Star luminescence, 30 min; inhibition, % at 10 µM; 0.12% of 330,000 active;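 active = inhibition reaching a set limit with compound at 10 µM in the primary screen, cut at about 35% in these data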;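 also: plate controls were DMSO wells with enzyme for no effect and no-enzyme buffer wells for full effect; values of inactives mirror those of a sister screen read the other way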
mIAP act: mouse IAP activation | activation factor at 10 µM | 0.24% of 330,000 active | muIAP, CDP-Star luminescence, 30 min; active compounds read high; 1 = vehicle-only enzyme signal, 0 = enzyme-free wells;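 active = activation factor of at least 2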; also: the source names both 10 and 20 µM as test concentration; values of inactives mirror those of a sister screen read the other way
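Assay system: mouse IAP enzyme; Reagent: CDP-Star chemiluminescent phosphatase substrate; Compound: DMSO-dissolved test compounds; Incubation: 30 min, room temperature; Technique: luminescence from enzymatic CDP-Star hydrolysis; Controls: DMSO-only wells and no-enzyme negative control.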
MPTP block: blocks calcium-induced mitochondrial swelling; isolated mouse mitochondria, Ca2+ swelling absorbance, 30 min; inhibition, % at 10 µM; 1.4% of 360,000 active;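 active = inhibition of 50% or more, scaled per plate between neutral and stimulator controls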;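 also: 0% = DMSO wells given calcium and 100% = 1 mM EGTA wells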
hIAP activ: human IAP activation. P09923. purified human IAP, CDP-Star luminescence, 30 min; active compounds read high; 1 = vehicle-only enzyme, 0 = enzyme-free background. activation factor at 10 µM. 0.16% of 330,000 active. AID 2524;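 active = activation factor of the enzyme at least 2-fold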; also: the source names both 10 and 20 µM as test concentration; values of inactives mirror those of a sister screen read the other way
APOBEC3A inh: human APOBEC3A DNA deaminase inhibition; P31941; recombinant A3A, FAM/TAMRA ssDNA deamination fluorescence; inhibition, % at 20 µM; 0.41% of 330,000 active;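 active = at least 40% inhibition at 20 µM here, with at most 30% in a related deaminase screen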;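 also: plate controls were A3A with DMSO for no effect and wells lacking A3A enzyme for full effect; some results filed as inactive read as strong as hits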
Target sequence (P31941 whole entry, looked up): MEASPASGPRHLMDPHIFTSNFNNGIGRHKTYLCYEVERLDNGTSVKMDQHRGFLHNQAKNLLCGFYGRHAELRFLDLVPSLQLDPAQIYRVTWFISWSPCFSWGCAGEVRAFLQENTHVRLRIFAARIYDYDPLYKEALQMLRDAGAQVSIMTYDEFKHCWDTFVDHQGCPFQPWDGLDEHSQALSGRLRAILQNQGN
A3G deaminase: blocks human APOBEC3G single-stranded DNA deamination; 0.28% of 330,000 active; AID 493012; inhibition, % at 20 µM; recombinant A3G, ssDNA deamination FAM/TAMRA fluorescence; Q9HC16;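 active = inhibition of at least 40% at 20 µM, with no more than 30% in the related APOBEC3A deaminase screen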;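 also: plate controls were DMSO wells with A3G for no effect and wells lacking A3G enzyme for full effect; some compounds called inactive have numbers as strong as hits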
Target sequence (Q9HC16 whole entry, looked up): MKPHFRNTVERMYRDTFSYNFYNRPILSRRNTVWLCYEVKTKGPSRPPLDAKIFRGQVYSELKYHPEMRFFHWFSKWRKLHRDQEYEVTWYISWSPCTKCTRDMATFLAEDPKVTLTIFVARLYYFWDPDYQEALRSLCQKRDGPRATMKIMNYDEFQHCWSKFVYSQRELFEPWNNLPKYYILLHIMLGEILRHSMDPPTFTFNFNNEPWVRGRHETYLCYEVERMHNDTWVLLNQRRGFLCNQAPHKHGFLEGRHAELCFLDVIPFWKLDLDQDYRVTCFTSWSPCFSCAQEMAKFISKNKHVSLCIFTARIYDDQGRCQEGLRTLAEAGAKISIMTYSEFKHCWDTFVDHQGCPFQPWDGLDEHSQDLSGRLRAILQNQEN
beta cell repl: MIN6 beta-cell proliferation induction; MIN6 cells proliferation, ATPlite luminescence, 48 h; cells starved in 0.2% serum; 100% = growth in 10% serum; proliferation, % at 10 µM; 0.29% of 330,000 active; AID 2380;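 active = compounds whose signal lies at least 3.5 SD above the mean of all wells on their plate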;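 also: 0% = DMSO-treated cells in low-serum medium and 100% = 10% serum control; some compounds called inactive have numbers as strong as hits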
mIAP block: blocks mouse intestinal alkaline phosphatase; purified mouse IAP, CDP-Star luminescence, 30 min; inhibition, % at 10 µM; 0.2% of 330,000 active;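 active = inhibition of at least 40% at 10 µM in the primary screen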;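 also: plate controls were DMSO with enzyme for no effect and no enzyme wells for full effect; values of inactives mirror those of a sister screen read the other way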
GRIN3A LBD mod: modulators (binders) of human NR3A ligand-binding domain. NR3A LBD differential scanning fluorimetry, Tm shift; 0% = protein alone, 100% = glycine-bound protein. Tm shift relative to glycine control, % at 25 µM. 2.5% of 340,000 active. AID 1259313;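 active = melting temperature shift of at least 10% of the positive control shift, at one fixed dose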
Numbers without * were called inactive; & = joins results of further samples.

SMILES	MPTP block	A3G deaminase	beta cell repl	mIAP act	GRIN3A LBD mod	mIAP block	hIAP activ	hIAP block	APOBEC3A inh
CCOc1ccc(CNC(=O)Cn2ccc3cc(S(=O)(=O)N4CCCC4)ccc32)cc1	-1.0	-4	-2	1.2	0	-15	1.1	-9	-2
COc1cc2[nH]c3c(Cl)ncnc3c2cc1OC	-0.9	-2	5	0.99	-8	0	0.89	11	4
CN(C)c1ccc(N2C(=O)CC(Nc3ccc(N4CCOCC4)cc3)C2=O)cc1 (centres undefined)	0.2	-6	-1	0.99	-13	0	1.2	-18	-8
COC(=O)COc1ccc(C(C2C(=O)CC(C)(C)CC2=O)C2C(=O)CC(C)(C)CC2=O)cc1	0.8	-4	-2	0.96	0	4	1	-3	-1
O=C(CC1Sc2ccccc2NC1=O)NCc1cccc(Cl)c1 (centres undefined)	-1.2	-6	0	1	0	-5	1.1	-6	5
NS(=O)(=O)c1ccc(CCNC(=O)c2ccc(C#CC3(O)CCCCC3)cc2)cc1	3.3	6	-1	0.94	-6	6	0.82	18	2
C=C(C)CN1CCN(c2c(CCC#N)c(C)c(C#N)c3nc4ccccc4n23)CC1	-0.8	-4	-4	1	-2	-2	0.78	22	6
CC(=O)OCC1=C(C(=O)O)N2C(=O)C(NC(=O)C(C)Cn3cc(Cl)cn3)C2SC1 (centres undefined)	-2.9	-7	0	0.91	0	9	0.96	4	-1
O=C(O)CC1S/C(=N/N=C/c2ccccn2)NC1=O (centres undefined)	0.3	3	-2	0.96	5	4	0.97	3	6
Cc1cc(C)nc(NS(=O)(=O)c2ccc(N=NN(C)C)cc2)n1	1.4	-1	-1	1.1	0	-11	1.1	-8	-3
Cc1cc2ncn(/N=C/c3ccc([N+](=O)[O-])o3)c2cc1C	1.1	2	-4	0.88	10*	12	1.1	-10	-1
O=C(C(=O)N1CCN(c2ccc(F)cc2)CC1)N1CCCCC1	-1.3	-5	1	0.99	2	1	0.99	1	0
Cc1ccccc1OCC(=O)NCCCNC(=O)c1ccccn1	-0.7	-3	-1	1	1	-3	1	0	1
O=C(N/N=C1/CCS(=O)(=O)c2ccc(F)cc21)c1cccnc1	0.0	-7	-1	0.91	-1	9	0.94	6	-2
COc1ccccc1NCc1nnc(SCC(=O)N/N=C/c2ccco2)n1-c1ccc(Cl)cc1Cl	-3.6	2	0	1	0	0	0.99	1	6
CC1=C(/C=C/C(C)=C/C=C/C(C)=C/C(=O)Nc2ccc(O)cc2)C(C)(C)CCC1	2.2&5.7	-3	-7	0.83	17*	17	0.93	7	-2
COCCn1c(-c2ccc(OC(F)(F)C(F)C(F)(F)F)cc2)nc2c1c(=O)[nH]c(=O)n2CC(C)C (centres undefined)	-4.5	9	-7	1	-1	0	0.87	13	4
O=C(Nc1ccc(F)cc1)Nc1ccccc1NS(=O)(=O)c1cccs1	81*	-8	-1	1	30*	-4	1.7	-67	4
Cc1cc(C)c(NC(=O)CNC(=O)c2ccc(-n3cncn3)c([N+](=O)[O-])c2)c(C)c1	-0.4	-6	-4	0.98	-3	2	0.84	16	-1
CCC(CO)Oc1cc(NC(=O)c2ccc(N)cc2)c2ncn(C(C)C)c2c1 (centres undefined)	-1.0	8	0	1	-2	0	0.9	10	1

SMILES	MPTP block	A3G deaminase	beta cell repl	mIAP act	GRIN3A LBD mod	mIAP block	hIAP activ	hIAP block	APOBEC3A inh
Cc1nn(CC(=O)NCCc2ccccc2)c(C)c1[N+](=O)[O-]	0.3	-6	0	1	-12	0	1.1	-11	1
COC(=O)[C@@]12CCCN1[C@H](c1ccc(-c3ccc(F)cc3)cc1)[C@H]1C(=O)N(C)C(=O)[C@H]12	-0.1	0	-4	0.98	-1	2	1.2	-17	3
CCSc1nnc(NC(=O)CN2C(=O)N(C)C3(CCCCC3)C2=O)s1	-0.3	-9	-3	1	3	-3	1.2	-16	2
NC(=O)CC(NC(=O)Cc1cccc2ccccc12)c1ccc(NCc2ccc(F)c(F)c2)c([N+](=O)[O-])c1 (centres undefined)	-0.8	-9	-4	0.88	-6	12	0.8	20	-5
CC(C1CC1)N(Cc1ccccc1)C(=S)Nc1ccccc1 (centres undefined)	-1.5	-4	-2	0.94	1	6	1	-2	-6
O=C(Nc1csnn1)c1csnn1	-0.9	-4	-3	0.96	15*	4	1	0	1
COc1ccccc1CN1C(=O)C2CC=CCC2C1=O (centres undefined)	-0.1	-2	-2	1.1	0	-6	1.2	-16	-4
NC(=O)CC(NC(=O)Cc1cccc2ccccc12)c1ccc(N2CCc3ccccc3C2)c([N+](=O)[O-])c1 (centres undefined)	-1.6	-9	-7	0.91	4	9	0.91	9	-4
Cc1ccccc1NC(=S)NCCO	-0.9	2	-4	1	-3	-4	0.91	9	0
Cc1ccc(SCC(=O)Nc2ccc3c(c2)C(=O)N(C)C3=O)cc1	-0.6	-7	-6	0.97	0	3	1	-2	-4
CC(OC(=O)/C=C/c1ccco1)C(=O)Nc1cccc([N+](=O)[O-])c1 (centres undefined)	0.6	-4	-2	0.91	-1	9	0.95	5	11
Cc1ccc(S(=O)(=O)NCCC(=O)Nc2nnc(C3CC3)s2)cc1C	-0.4	-3	-2	1	0	-2	0.96	4	0
CCSc1nnc2ccc(-c3ccc(OC)c(OC)c3)nn12	-1.7	-6	-1	1	0	0	1.1	-10	-3
CCOC(=O)C1(Cc2ccccc2C)CCCN(C(=O)c2ccc(COC)o2)C1 (centres undefined)	-1.2	10	0	1	1	-2	1.1	-11	1
COc1ccc2c(CC(=O)OCC(=O)Nc3sc4c(c3C#N)CCC(C)C4)coc2c1 (centres undefined)	3.4	1	0	0.78	9	22	0.97	3	5
Cc1cc(C(=O)OCC(=O)c2ccc3c(c2)OCCO3)c(C)o1	0.1	-1	-2	1	3	-4	1.1	-6	-2
CCCNC(=O)COC(=O)c1ccc(Cl)c(S(=O)(=O)N2CCCC2)c1	-0.7	-4	0	0.97	4	2	1.1	-12	2
COc1ccc(NC(=O)c2ccc(S(=O)(=O)N(C)C)cc2)cc1OC	0.6	-7	-3	0.93	20*	7	1.1	-10	-6
Cc1ccc(C(=O)Nc2ccccc2OC(F)F)cc1	-2.1	-6	-1	0.89	13*	11	0.8	20	-1
Cc1ccc(C)n1-c1cccc(C(=O)Nc2ccccc2)c1	1.5	-6	-3	1	1	-1	1	-2	-3

SMILES	MPTP block	A3G deaminase	beta cell repl	mIAP act	GRIN3A LBD mod	mIAP block	hIAP activ	hIAP block	APOBEC3A inh
COc1ccc(Cl)cc1NC(=O)C1CC(c2c(F)cccc2Cl)=NO1 (centres undefined)	0.1	-4	-2	0.91	-5	9	0.96	4	-4
O=C(CN1CCCCC1)N/N=C/c1cccc(C(F)(F)F)c1	-0.2	1	-1	1	-1	0	1.2	-19	1
CC1CCCCC1NC(=O)CN1CCC(NC(=O)c2ccc([N+](=O)[O-])cc2)CC1 (centres undefined)	-1.0	-6	-2	0.97	0	3	0.97	3	-4
COc1cccc(CC2(CO)CCCN(Cc3nc(-c4cccs4)oc3C)C2)c1 (centres undefined)	5.0	-4	-3	1	-2	0	1.1	-12	-9
CCN(CC(=O)Nc1ccccc1C(F)(F)F)C(=O)c1ccc2[nH]c3c(c2c1)CC(C)CC3 (centres undefined)	-0.6	-10	-7	1.1	-1	-6	1	-4	-3
COc1ccc(Cn2c(CCC(=O)Nc3ccc(CC#N)cc3)nc3cccnc32)cc1	-1.5	-4	-2	0.99	1	1	0.89	11	-1
COc1ccc(C(=O)NC(=S)Nc2ccc3[nH]c(=O)[nH]c3c2)c(OC)c1	2.0	2	-2	1.1	-1	-7	1.1	-5	3
O=C(c1cccc2nccnc12)N1CCCC(Nc2ccc(F)c(F)c2)C1 (centres undefined)	-1.4	-5	2	0.89	0	11	1.1	-7	-1
C=CCSc1nn2c(=O)c3ccccc3nc2s1	-0.1	-5	-1	0.99	-1	1	1	-3	0
CCOC(=O)c1sc(NC(=O)c2cc3c(s2)CCC(C)C3)nc1C (centres undefined)	0.1	-6	-2	0.9	-4	10	1.3	-32	-22
COc1ccc(-n2c(Cn3c(=O)sc4ccccc43)nnc2SCC(=O)N2CCCCC2)cc1	-1.2	4	-1	1.1	1	-6	1	-2	4
COc1nc(OC)nc(N2CCC(C(=O)NC3CC3)CC2)n1	-0.3	16	4	0.96	-1	4	1	-1	3
O=C1CC(NNc2nc3ccccc3s2)C(=O)N1c1ccccc1 (centres undefined)	-1.1	-3	-1	0.98	-1	2	0.83	17	0
CC(=O)NC(=S)NNC(=O)COc1ccc([N+](=O)[O-])cc1	-2.0	20	0	0.8	-2	20	1.6	-62	-3
Cc1ccc(S(=O)(=O)N(C)c2ccc(OC(=O)COc3ccccc3)cc2)cc1	-0.3	-4	0	1	-2	-3	1.2	-16	-1
COc1ccc(NC(=S)Nc2ccc(S(N)(=O)=O)cc2)c(C)c1	-2.1	-5	-4	0.99	-2	1	0.91	9	-2
Cc1cccc(CSCc2ccc(C(=O)NCC3CCCO3)o2)c1 (centres undefined)	1.8	0	1	0.98	-4	2	1.2	-18	-1
O=C(O)c1ccc(-n2c(-c3ccc(Br)cc3)n[nH]c2=S)cc1	-0.9	44*	-3	0.94	-1	6	0.96	4	-6
c1cn(-c2ncnc3sc4c(c23)CCCC4)cn1	-0.2	-7	0	0.96	-6	4	1.1	-7	-4
O=C(/C=C\Nc1ccc2c(c1)OCO2)c1ccc2c(c1)OCO2	3.1	-4	-5	0.95	0	5	0.85	15	-2
COc1ccc2c(c1)c(C(=O)N/N=C/c1cccs1)c(C)n2C	-1.2	-5	-1	0.96	1	4	1.2	-16	2
